OXTR agonist: activates the human oxytocin receptor | P30559 | CHO-OTR cells, Fluo-8 calcium fluorescence; normalized: DMSO 0%, oxytocin 100% | activation, % at 3 µM | 320,000 compounds, 0.32% hits | AID 2435;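 active means activation above the mean of all tested compounds plus 3 SD, cutoff set per screening run, cut at about 20% in these data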;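 further: peak over basal fluorescence ratio from a 100 s FLIPR kinetic read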
Target sequence (P30559 whole entry, looked up): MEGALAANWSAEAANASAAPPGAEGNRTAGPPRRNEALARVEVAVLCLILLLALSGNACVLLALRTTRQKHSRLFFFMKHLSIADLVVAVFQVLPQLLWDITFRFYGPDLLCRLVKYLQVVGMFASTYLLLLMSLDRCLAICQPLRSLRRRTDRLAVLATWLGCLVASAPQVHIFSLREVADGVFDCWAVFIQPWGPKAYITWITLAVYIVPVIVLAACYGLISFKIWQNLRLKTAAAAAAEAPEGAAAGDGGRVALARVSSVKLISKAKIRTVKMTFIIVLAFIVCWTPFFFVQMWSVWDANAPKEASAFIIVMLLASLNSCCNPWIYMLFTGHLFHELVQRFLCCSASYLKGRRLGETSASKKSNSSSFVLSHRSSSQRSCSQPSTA
V1R ag counter: counter-screen for oxytocin receptor agonists: human V1a receptor agonists; P37288; CHO-V1R cells, Fluo-8 calcium fluorescence, agonist mode; 0% DMSO, 100% 3 nM vasopressin; activation, % at 3 µM; 320,000 compounds, 0.25% hits; AID 2797;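 active means activation above the mean activation of all tested compounds plus 3 SD, per screening run, cut at about 20% in these data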;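 further: signal is peak over basal fluorescence ratio across a 100 second FLIPR read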
M1 ag parental: nonselective activator or artifact in parental CHO-K1 cells | Fluo-8 calcium fluorescence; scaled to maximal ATP response, vehicle zero | 360,000 compounds, 0.48% hits | activation, % at 3 µM; in the data active means activation above about 15%;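 further: untransfected CHO-K1 host cells lacking M1 receptor as counterscreen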
CHO-K1 Ca PAM: nonselective activator or artifact in parental CHO-K1 calcium assay; ATP EC20, Fluo-8 calcium fluorescence; 0% at ATP EC20, 100% at ATP max; activation, % at 3 µM; 360,000 compounds, 0.02% hits; AID 602247;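 active means activation above the run cutoff, the mean activation of all test compounds plus 3 SD, cut at about 40% in these data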;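 further: peak over basal fluorescence ratio in a 140 s read after ATP addition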
CHO parental Ca: signal in parental CHO cells, OX1R antagonist counter-screen; parental CHO-K1, ATP-induced calcium, Fluo-8 fluorescence; inhibition, % at 5.6 µM; 330,000 compounds, 0.63% hits; AID 463079;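 active means inhibition above that plate's mean sample inhibition plus 3 SD, cut at about 26% in these data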;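 further: 0% = ATP-challenged DMSO wells and 100% = DMSO wells without ATP; some compounds past the cut are filed as inactive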
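Material: Parental CHO cells | Reagent: ATP | Compound dosing: Single nominal dose of 5.6 µM per compound | Detection: Intracellular calcium via Fluo-8 no-wash fluorescent dye | Read-out: % inhibition of ATP-induced calcium mobilization | Benchmarks: Low control ATP plus DMSO, high control DMSO only | Replicates: Singlicate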
OXTR potentiator: potentiators of human oxytocin receptor; P30559; CHO-OTR cells, Fluo-8 calcium fluorescence, potentiator mode; 0% = oxytocin EC15, 100% = EC100; activation, % at 3 µM; 320,000 compounds, 0.061% hits;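 active means activation above that plate's cutoff, the mean activation of tested compounds plus 3 SD, cut at about 6.6% in these data, passing the limit was not always enough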;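 further: 100% uses oxytocin at 75 nM as the full agonist control; some results filed as inactive read as strong as hits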
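System: human OTR in CHO cells / Also added: sub-maximal oxytocin, roughly EC15 / Control set: EC15 oxytocin low, 75 nM oxytocin high / Schedule: 6 min compound pre-incubation at room temperature, 100 s kinetic read / Compound: single-point 3.0 µM / Replication: singlicate / Technique: Fluo-8 calcium dye fluorescence / Read-out basis: % activation of max/min ratio relative to oxytocin controls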
GPR7 antag: blocks human GPR7 receptor signaling | P48145 | GPR7-expressing cells, fluorescence antagonist assay | inhibition, % at 4.4 µM | 290,000 compounds, 1.1% hits | AID 1861; in the data active means inhibition above about 16%, passing the limit was not always enough;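 further: cells stimulated with the agonist NPW; 0% = agonist with vehicle and 100% = vehicle without agonist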
Target sequence (P48145 whole entry, looked up): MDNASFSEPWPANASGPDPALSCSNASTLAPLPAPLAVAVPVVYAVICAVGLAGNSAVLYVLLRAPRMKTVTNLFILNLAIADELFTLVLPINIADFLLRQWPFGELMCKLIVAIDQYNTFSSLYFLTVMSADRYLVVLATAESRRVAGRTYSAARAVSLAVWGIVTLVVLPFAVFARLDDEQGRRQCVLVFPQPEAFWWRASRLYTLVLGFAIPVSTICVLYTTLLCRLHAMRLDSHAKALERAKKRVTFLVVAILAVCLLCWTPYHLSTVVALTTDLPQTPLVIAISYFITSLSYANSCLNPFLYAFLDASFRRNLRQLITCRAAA
CHO-K1 Ca antag: nonselective inhibitor or artifact in parental CHO-K1 cells; 360,000 compounds, 0.6% hits; ATP-induced calcium, Fluo-8 fluorescence; inhibition, % at 3 µM;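 active means inhibition above a per-plate cutoff, the plate's mean sample inhibition plus 3 SD, cut at about 24% in these data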;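 further: 0% = DMSO plus EC80 ATP and 100% = DMSO alone without ATP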
TAAR1 antagonist: human TAAR1 antagonism; Q96RJ0; CHO RD-HGA16 TAAR1, Fluo-8 calcium fluorescence, antagonist; inhibition, % at 3 µM; 360,000 compounds, 1.5% hits; AID 624466;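 active means inhibition above a per-plate cutoff, the mean inhibition of test compounds on that plate plus 3 SD, cut at about 49% in these data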;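 further: 0% = DMSO plus EC80 beta-PEA response and 100% = DMSO alone without agonist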
Target sequence (Q96RJ0 whole entry, looked up): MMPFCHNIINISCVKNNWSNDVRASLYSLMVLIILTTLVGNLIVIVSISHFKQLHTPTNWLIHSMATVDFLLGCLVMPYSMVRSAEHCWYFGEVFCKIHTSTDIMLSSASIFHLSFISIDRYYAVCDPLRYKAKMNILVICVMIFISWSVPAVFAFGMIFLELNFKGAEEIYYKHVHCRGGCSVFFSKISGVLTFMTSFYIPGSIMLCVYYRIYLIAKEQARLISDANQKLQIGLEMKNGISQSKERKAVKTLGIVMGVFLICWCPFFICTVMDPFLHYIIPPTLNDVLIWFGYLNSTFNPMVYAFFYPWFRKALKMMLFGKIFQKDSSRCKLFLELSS
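test system = CHO RD-HGA16 cells bearing hTAAR1 | replication = singlicate | controls = DMSO-only wells and EC80 β-PEA-stimulated wells | reagent = EC80 β-phenethylamine stimulus | read-out basis = percent inhibition of PEA-evoked calcium signal, max/basal emission ratio | schedule = seeding 17-24 h prior, 75-min 37 °C, 30-min RT dye loading | signal = kinetic Fluo-8 calcium fluorescence measurement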
Starred values were filed as active, the others as inactive; · = not tested or not shown.

Every second line gives: OXTR agonist | V1R ag counter | M1 ag parental | CHO-K1 Ca PAM | CHO parental Ca | OXTR potentiator | GPR7 antag | CHO-K1 Ca antag | TAAR1 antagonist
> CC(=O)N1c2ccc(S(=O)(=O)N3CCCC(C(=O)NCc4ccccc4Cl)C3)cc2CC1C (stereo unspecified)
→ 1.9 | 3.9 | 1.4 | 4 | -21 | -7 | -3 | 2 | 6
> COc1ccc2nc(C)cc(SCC(=O)N/N=C/c3ccc(O)cc3O)c2c1
→ -1.3 | -1.9 | 1.2 | 20 | -30 | -8 | 13 | -8 | -11
> COC(=O)c1ccccc1NC=C1C(=O)OC2(CCCCC2)OC1=O
→ -0.8 | 0.6 | 0.1 | 8 | 2 | -15 | -10 | -3 | 1
> O=C(CSc1ccc(-c2ccco2)nn1)N1CCCC1
→ -0.2 | 0.0 | 1.2 | 4 | 5 | -5 | 4 | -9 | -17
> O=C(Oc1ccc2[nH]cc(CCN3C(=O)c4ccccc4C3=O)c2c1)c1ccco1
→ 4.5 | 3.9 | 4.3 | 6 | -6 | -16 | 5 | -16 | 36
> Cc1cccc(NC(=O)CSc2nnc(CCCCCNC(=O)OC(C)(C)C)o2)c1C
→ 1.9 | 2.9 | 3.9 | 20 | -4 | -5 | -11 | -5 | 10
> COc1ccc(NC(=S)NC(=O)C2CCC2)cc1
→ -1.1 | 0.2 | -0.5 | 4 | 1 | -4 | 12 | -8 | 8
> Cc1cc(C)c2c(n1)SCC(=O)N2CC(=O)NCCC1=CCCCC1
→ 0.5 | 0.7 | 0.6 | 22 | -16 | 0 | -3 | -7 | -26
> O=C(/C=C/c1ccc([N+](=O)[O-])cc1)OCc1cnc(-c2ccccc2)o1
→ 0.1 | 0.8 | 0.7 | 8 | -3 | -1 | -21 | -2 | 5
> Cc1cccc(N2CCN(S(=O)(=O)c3ccc4c(c3)NC(=O)CS4)CC2)c1C
→ 0.1 | 0.8 | 0.4 | -11 | -11 | -13 | -21 | -3 | 9
> Cc1ccc(-c2noc(=O)n2CC(=O)Nc2ccc(S(=O)(=O)NC3CC3)cc2)cc1
→ 4.7 | 2.5 | 2.0 | 30 | 7 | -2 | 23* | -11 | 22
> CN(Cc1ccccc1)C(=O)CCNC(=O)Cn1cnc2ccccc2c1=O
→ -1.0 | 0.1 | 0.4 | 13 | -3 | -3 | -4 | -12 | 8
> CC(O)(CS(=O)(=O)Cc1ccccc1)c1ccccc1Cl (stereo unspecified)
→ -0.8 | -0.1 | 0.1 | 8 | -16 | -10 | 36 | -8 | -8
> O=C(CCC1CCCC1)NNC(=O)c1ccccc1O
→ 0.9 | 1.0 | 2.8 | 8 | -6 | 3 | · | 2 | 13
> O=C(COc1ccc(Cl)cc1Br)Nc1cccc(S(=O)(=O)N2CCCC2)c1
→ 0.2 | 1.6 | 2.5 | 5 | -23 | -6 | · | -17 | 14

3 compounds from above, sorted by number of heavy atoms, high to low:
Every second line gives: OXTR agonist | V1R ag counter | M1 ag parental | CHO-K1 Ca PAM | CHO parental Ca | OXTR potentiator | GPR7 antag | CHO-K1 Ca antag | TAAR1 antagonist
> COc1ccc2nc(C)cc(SCC(=O)N/N=C/c3ccc(O)cc3O)c2c1
→ -1.3 | -1.9 | 1.2 | 20 | -30 | -8 | 13 | -8 | -11
> O=C(/C=C/c1ccc([N+](=O)[O-])cc1)OCc1cnc(-c2ccccc2)o1
→ 0.1 | 0.8 | 0.7 | 8 | -3 | -1 | -21 | -2 | 5
> COC(=O)c1ccccc1NC=C1C(=O)OC2(CCCCC2)OC1=O
→ -0.8 | 0.6 | 0.1 | 8 | 2 | -15 | -10 | -3 | 1

The list continues:
Every second line gives: OXTR agonist | V1R ag counter | M1 ag parental | CHO-K1 Ca PAM | CHO parental Ca | OXTR potentiator | GPR7 antag | CHO-K1 Ca antag | TAAR1 antagonist
> COc1ccc(-n2ncc3c(N4CCc5ccccc54)ncnc32)cc1
→ 0.0 | -0.9 | 0.2 | 9 | -2 | -9 | -11 | -21 | -2
> COc1ccc(/C=N/n2c(N)nc3ccccc32)cc1OC
→ -0.7 | -0.9 | 0.6 | 20 | -30 | -1 | -3 | -11 | 8
> Cc1cc(C)cc(NC(=O)N2CCCN(c3ncccc3[N+](=O)[O-])CC2)c1
→ -0.7 | -0.4 | 0.9 | 15 | -19 | 1 | -4 | -6 | -15
> O=C(C[n+]1cccc(Br)c1)c1ccc(-c2ccccc2)cc1
→ 0.7 | 1.6 | 2.9 | 13 | 6 | -10 | 6 | 0 | -16
> CCOC(=O)Cc1c(-c2cccc(Cl)c2)nc2c3ccccc3ccn12
→ · | · | 1.6 | -1 | · | · | · | 6 | 33
> C=CCNC(=S)Nc1ccc2nc(C)c(C)nc2c1
→ 5.3 | 0.0 | 0.1 | 19 | 1 | -13 | 7 | -11 | 12
> CC(C)[C@H](NC(=O)c1ccccc1F)C(=O)OCC(=O)NC1CC1
→ 1.2 | 0.0 | 0.3 | 1 | -3 | 1 | · | 2 | -3
> COc1cccc(C(=O)NCCS(=O)(=O)NCc2cccs2)c1
→ -1.0 | -0.4 | -0.3 | 1 | 3 | -9 | · | 7 | 4
> CCCN1C(=O)c2ccccc2NC1c1ccc(C)cc1 (stereo unspecified)
→ -1.5 | -0.5 | -0.4 | -12 | -8 | 1 | -3 | 20 | -10
> O=C(CN(Cc1ccccc1)C(=O)c1cccc([N+](=O)[O-])c1)Nc1c(Cl)cc(Cl)cc1Cl
→ -0.4 | -1.7 | 0.4 | -13 | -15 | 6 | -3 | 16 | 15
> O=C(Nc1ccc(F)cc1)C1CCCN(S(=O)(=O)c2ccc(-n3cnnn3)cc2)C1 (stereo unspecified)
→ 1.8 | 8.1 | 1.7 | 10 | 7 | -7 | 13 | -13 | 6
> O=C(O)c1cc2nccc(-c3ccco3)n2n1
→ 0.4 | 1.7 | -0.3 | 2 | 1 | 3 | -14 | -10 | -4
> COc1nc(OCC#N)nc(N(C)C)n1
→ 0.0 | 0.3 | 0.0 | -3 | -12 | 4 | 0 | 9 | -5
> COc1ccc(C(=O)c2c[nH]c(C(=O)N=CN(C)C)c2)cc1
→ -0.6 | 0.5 | 0.1 | 14 | -3 | 4 | -2 | -12 | 14
> O=C(Cn1nnc(-c2ccc(N3CCOCC3)cc2)n1)OC1CCCCC1
→ 4.3 | 2.2 | -0.1 | 11 | 1 | -5 | 3 | 9 | 12

The list goes on:
mol | OXTR agonist | V1R ag counter | M1 ag parental | CHO-K1 Ca PAM | CHO parental Ca | OXTR potentiator | GPR7 antag | CHO-K1 Ca antag | TAAR1 antagonist
Cc1cc(OCCOCCN2CCCC2)ccc1C(C)C | 2.4 | 0.2 | 2.3 | 19 | -24 | -5 | -9 | -15 | -17
COc1ccc(C(=O)c2cc3c(cc2[N+](=O)[O-])OCCO3)cc1 | -1.4 | 0.9 | -0.2 | 11 | -11 | -6 | -7 | -2 | 1
COC(=O)c1cccc(NC(=O)c2ccc3c(c2)C(=O)N(CC2CCCO2)C3=O)c1 (stereo unspecified) | 0.9 | 1.4 | 1.9 | 12 | -3 | -4 | 0 | 0 | 28
CC(C)N(C)c1ncnc2c1ncn2[C@H]1CN(Cc2ccc(Cl)cc2)C[C@@H](CO)O1 | · | · | 1.0 | -7 | · | · | · | 4 | -16
CC(=O)N(C)c1ccc(NS(=O)(=O)c2cc(Cl)ccc2Cl)cc1 | 0.7 | 0.9 | 0.3 | 11 | -1 | -7 | -4 | -4 | 13
Cc1ccc(OCC(=O)Nc2ccncc2)cc1 | · | · | 3.8 | -26 | · | · | -17 | 20 | 23
C/C(N)=C(/C#N)C(=O)CSc1nnnn1-c1ccccc1 | 0.5 | 0.5 | 1.7 | 6 | 4 | -14 | -10 | -10 | -5
CN(C)CCOC(=O)CCCCCCCCC(=O)OCCN(C)C | 0.0 | 0.5 | 13 | 11 | -15 | -4 | -11 | 6 | -11
CCOC(=O)n1c2ccccc2c(=O)n1CCO | · | · | 0.4 | 10 | · | · | · | 3 | -10
CCOc1ccc(S(=O)(=O)N2CCC(C(=O)OC(C)C(=O)N(C)C3CCCCC3)CC2)cc1 (stereo unspecified) | -1.7 | 3.3 | 5.2 | 12 | -22 | -4 | -4 | -16 | -39
Fc1ccc(CSc2ncnc3c2ncn3C2CCCCO2)cc1 (stereo unspecified) | · | · | 0.8 | -3 | · | · | · | -10 | -26
O=C(Nc1ccc(F)cc1F)c1cc(-c2ccco2)nc2ccccc12 | -1.7 | -0.2 | 1.6 | 1 | -21 | -12 | -13 | 9 | 19
CCCCn1c(CN2C(=O)c3ccccc3C2=O)nc2ccccc2c1=O | -1.3 | -0.3 | 0.4 | -3 | -15 | -1 | -16 | 2 | 4
CCC(CO)Oc1cc(NCc2ccc(C)cc2)c2ncn(C(C)C)c2c1 (stereo unspecified) | 1.7 | 1.2 | -0.1 | -10 | -28 | -4 | · | 3 | -5
Cc1cc(S(=O)(=O)NCc2cccnc2)ccc1-n1cnnn1 | -0.5 | 0.1 | 0.5 | 10 | -4 | -3 | 5 | -17 | -8
CCC(C)NCCOc1cccc(Br)c1 (stereo unspecified) | 0.7 | 0.5 | 2.3 | 25 | -9 | 5 | -2 | -9 | -4
O=C(OCC(=O)N1CCCC1=O)C1COc2ccccc2O1 (stereo unspecified) | 1.3 | 0.4 | 0.5 | 2 | -9 | 11 | -5 | -7 | 0
CN1CCn2cnc(C(=O)NCc3ccc(CNC(=O)OC(C)(C)C)cc3)c2C1=O | · | · | 1.2 | 10 | · | · | · | 10 | -1
CCOC(=O)C1CCCN(C(=O)Cn2ncc3c([nH]c4ccc(C)cc43)c2=O)C1 (stereo unspecified) | -2.1 | -1.0 | 2.2 | -12 | -18 | -9 | -11 | -8 | 8
CCN1CCCC1CNC(=O)CN(C)S(=O)(=O)c1ccc(Cl)cc1 (stereo unspecified) | 0.8 | -0.3 | 0.1 | -6 | -2 | -3 | -10 | -14 | -12
COc1cccc(NC(=O)COC(=O)Cn2c(C)csc2=O)c1 | 1.0 | 0.8 | 5.8 | 8 | 2 | 3 | · | 1 | -11
NC(=S)N/N=C/c1coc2ccc(Br)cc2c1=O | -0.7 | 0.1 | 0.1 | -17 | 5 | -2 | -1 | 7 | -8

From PubChem
